Source: PubChem (several laboratories)
PTK2B oligo ant = blocks oligomerization of human Pyk2 in cells. Q293 cells, Pyk2 FERM NanoBiT luminescence; hits give low values. Q14289. z-score (the deposit names both 25 µM and 10 µM). 99,000 tested, 0.83% active. AID 1347419;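 active = Z-score of -3 or lower, scaled per plate to the spread of control and sample wells; inactive = z-score above -3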;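 note: negative z-score means lost luminescence so less FERM oligomerization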
TNFa cytotox = HUVEC cytotoxicity counter-screen, TNF alpha stimulated | 93,000 tested, 0.17% active | AID 848 | HUVEC TNFalpha-stimulated, Hoechst cell count, imaging | cell count reduction, % at 2 µM;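 active = cell count reduction exceeding the screen mean by over 5 SD, scaled to untreated wells per plate, cut at about 78% in these data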;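 note: cells counted after 24 h of TNF alpha exposure following the 1 h pretreatment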
VCAM1 TNFa inh = reduces TNF alpha induced VCAM1 expression in HUVEC; HUVEC TNFa-induced VCAM-1 immunofluorescence, high-content imaging; 95,000 tested, 0.48% active; inhibition, % at 2 µM;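 active = inhibition above the batch mean plus 3 SD, with images confirmed as a hit by eye, cut at about 37% in these data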;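 note: 0% = TNF-stimulated DMSO wells and 100% = unstimulated control wells; not every result past the cut was called active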
PTPN22 inh 2 = LYP (human) phosphatase inhibition; Q9Y2R2; recombinant LYP catalytic domain, DiFMUP fluorescence; inhibition, % at 2 µM; 96,000 tested, 0.21% active;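 active = inhibition at 2 µM at or above a set limit, the screen mean plus 3 SD, cut at about 24% in these data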;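 note: 0% = DMSO with enzyme and 100% = enzyme fully blocked by orthovanadate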
PTPN22 act = increases human PTPN22 phosphatase activity; AID 697; recombinant LYP, DiFMUP fluorescence; 0 = plate median, 100 = signal doubled; activation, % at 2 µM; 96,000 tested, 0.11% active; Q9Y2R2;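 active = activation at 2 µM above a set limit, the mean plus 5 SD, cut at about 37% in these data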
cytoskel mod = cytoskeleton assembly modification; HUVEC TNFa F-actin phalloidin imaging, high content; inhibition, % at 2 µM; 91,000 tested, 0.18% active; AID 836;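 active = inhibition above the batch mean plus 3 SD and confirmed as a hit by visual image inspection, cut at about 30% in these data, passing the limit was not always enough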; note: strong numbers were not always called active
FAK blocker = inhibitors of human focal adhesion kinase. Q05397. inhibition, %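 (tested at 7 µM)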. biochemical FAK kinase activity assay. AID 727. 97,000 tested, 0.84% active; in the data active = inhibition above about 19%;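 note: 0% = DMSO and 100% = reference compound high control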
Target sequence (Q05397 whole entry, looked up): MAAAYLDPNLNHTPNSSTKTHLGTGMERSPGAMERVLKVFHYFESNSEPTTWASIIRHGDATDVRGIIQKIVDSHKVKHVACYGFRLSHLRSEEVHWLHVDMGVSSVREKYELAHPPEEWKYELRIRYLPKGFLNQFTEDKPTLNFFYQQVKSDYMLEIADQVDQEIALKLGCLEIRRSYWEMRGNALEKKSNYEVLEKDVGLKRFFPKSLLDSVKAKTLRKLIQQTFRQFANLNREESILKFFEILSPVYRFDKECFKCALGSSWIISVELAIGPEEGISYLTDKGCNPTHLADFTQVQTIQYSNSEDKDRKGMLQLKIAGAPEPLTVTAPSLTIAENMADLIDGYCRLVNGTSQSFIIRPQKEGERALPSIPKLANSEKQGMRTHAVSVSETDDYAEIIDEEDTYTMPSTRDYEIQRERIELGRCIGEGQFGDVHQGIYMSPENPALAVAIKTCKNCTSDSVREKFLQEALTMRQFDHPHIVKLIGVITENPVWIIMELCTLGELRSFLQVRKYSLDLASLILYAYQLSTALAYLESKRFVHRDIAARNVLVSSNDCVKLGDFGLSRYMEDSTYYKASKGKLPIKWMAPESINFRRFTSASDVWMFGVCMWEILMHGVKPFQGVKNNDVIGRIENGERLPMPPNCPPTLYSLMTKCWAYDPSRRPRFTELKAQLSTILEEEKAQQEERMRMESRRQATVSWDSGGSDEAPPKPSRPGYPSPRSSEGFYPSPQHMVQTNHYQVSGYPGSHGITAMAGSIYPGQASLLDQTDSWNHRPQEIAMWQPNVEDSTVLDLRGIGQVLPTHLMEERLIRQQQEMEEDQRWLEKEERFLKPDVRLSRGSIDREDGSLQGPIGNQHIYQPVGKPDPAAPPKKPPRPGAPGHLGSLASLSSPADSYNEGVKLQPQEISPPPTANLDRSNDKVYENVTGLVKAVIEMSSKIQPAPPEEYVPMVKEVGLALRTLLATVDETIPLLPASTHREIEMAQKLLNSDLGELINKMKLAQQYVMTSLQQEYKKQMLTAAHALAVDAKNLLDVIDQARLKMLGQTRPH
ERa SRC1 inh = ER-alpha (human) coactivator binding inhibition; TR-FRET ER-alpha LBD / SRC-1 peptide, estradiol-bound; inhibition, % at 25.6 µM; 86,000 tested, 1.7% active; AID 629; in the data active = inhibition above about 50%;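 note: 0% = receptor plus peptide control and 100% = peptide only without receptor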
IL1B cytotox = HUVEC cytotoxicity counter-screen, IL-1B stimulated | HUVEC cell count loss, Hoechst imaging | cell count reduction, % at 2 µM | 94,000 tested, 0.41% active;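 active = cell count reduction more than 3 SD above the screen-wide mean, cut at about 70% in these data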;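 note: normalized per plate to untreated control cells as the no-loss baseline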
The depositor's hits bear a star; · = not tested or not shown; [ ] = another dose, or the depositor's remark.

Every second line gives: VCAM1 TNFa inh, cytoskel mod, PTPN22 act, ERa SRC1 inh, TNFa cytotox, PTPN22 inh 2, PTK2B oligo ant, IL1B cytotox, FAK blocker
1. CCOC(=O)C1=C(N)N2C(=O)C(C)SC2=C(C(=O)OCC)C1c1ccccc1 (configuration not stated)
 : -1, 5, -4, 5, -21, 0, -0.5, -19, 1
2. CC(C)[C@@H](C(=O)NCC1CCC(C(=O)O)CC1)n1nnc2ccccc2c1=O (some centres not stated)
 : 7, 5, 0, -5, -21, 0, -0.31, -4, 2
3. COCC(=O)Nc1nc(-c2ccccc2)ns1
 : 0, 17, 8, ·, -23, -16, -0.23, -43, -1
4. CCOC(=O)C1CCCN(C(=O)c2cc(-c3ccc(C)cc3)on2)C1 (configuration not stated)
 : 8, 6, 4, 1, -9, -4, 0.07, -37, -3
5. CC1CCC(C(=O)NC(C(=O)N2CCN(c3ccccn3)CC2)C(C)C)CC1 (configuration not stated)
 : 6, 16, -5, -4, -28, 2, -0.3, -4, -3
6. CC(C)(C)c1ccc(OCC(=O)NC2CCS(=O)(=O)C2)cc1 (configuration not stated)
 : 3, -1, 4, 1, 4, -6, 0.71, -17, -1
7. Cc1ccc(-c2cc(N)n3nc(-c4ccc(C)cc4)cc3n2)cc1
 : 8, 4, -2, ·, -17, 5, -0.3, -25, 4
8. O=C(O)COc1c(-c2ccccc2)oc2ccccc2c1=O
 : -7, 25, -5, -3, -35, 6, 2.6, -6, -4
9. O=C(NNC(=O)C1COc2ccccc2O1)c1ccccc1 (configuration not stated)
 : 10, -52, 6, ·, 12, -4, 0.53, -26, 2
10. CCOC(=O)CCn1c(CC(=O)OCC)nc2ccccc21
 : -17, 28, -4, -12, -14, 4, 0.66, -38, 0
11. Cc1nn(CCC#N)c2nc(-c3ccccc3)cc(C(F)(F)F)c12
 : -4, -1, 5, -1, 12, -6, -1.1, -62, 0
12. O=C(Nc1ccccc1)NC1(C(=O)NCc2ccco2)CCCCC1
 : -34, -2, 6, 9[fluorescence artefact?], -24, -7, -0.36, -73, -3
13. CN1CCN(S(=O)(=O)c2ccc(-c3ccc(Cl)cc3)cc2)CC1
 : 21, -41, -11, 1, -5, 8, -1.3, -30, 3
14. C=C(C)C1CCC(C)=C1COC(=O)Nc1ccccc1 (configuration not stated)
 : -4, 24, -9, ·, -26, 6, 0.21, -15, 3
15. O=C1CN(C(=O)c2ccc(Br)o2)C(c2ccc(F)cc2)c2cc(Cl)ccc2N1 (configuration not stated)
 : 13, 19, -4, 10[fluorescence artefact?], -31, 3, -2.2, -33, 2
16. Cc1ccc(C(NC(N)=O)c2ccccc2C)cc1 (configuration not stated)
 : 0, 21, 9, 0, -30, -8, 0.82, -6, -2
17. CC(C)(C)OC(=O)c1c(N)n(CCCN2CCCC2=O)c2nc3ccccc3nc12
 : -22, 3, -2, -6, -12, 1, -0.37, -1, 4
18. O=C(COC(=O)CNS(=O)(=O)/C=C/c1ccccc1)NC1CCS(=O)(=O)C1 (configuration not stated)
 : 3, 11, -7, -3, -20, 4, -0.89, 7, -2
19. CCCc1cc(C(=O)Nc2ccc(F)cc2F)no1
 : 18, -4, -1, -3, -11, 0, ·, -3, 1
20. COc1ccc(OC)c(N(CC(=O)Nc2cccnc2)S(C)(=O)=O)c1
 : -4, 13, -2, 2[fluorescence artefact?], -21, 4, 2, 3, -1
21. CCC1=Nc2cc(C(=O)NCCCOC)ccc2Sc2ccccc21
 : 60*, -22, -1, -3[fluorescence artefact?], 42, 1, -0.74, ·, -1
22. CN(CC(=O)NCc1ccc2c(c1)OCO2)S(=O)(=O)c1ccc(Br)s1
 : -13, 15, 2, 3, -29, 1, 0.31, -21, -2
23. COc1ccc(-n2c(=O)[nH]cc(C(=O)Nc3ccc4c(c3)OCCO4)c2=O)cc1
 : ·, ·, 0, -7, ·, 0, -2.1, ·, -9
24. COc1ccc(-n2c(-c3ccco3)n[nH]c2=S)cc1
 : -10, -20, 10, 6, 8, -11, 0.06, 9, -2
25. CCOC(=O)NC(=O)/C(C#N)=N/Nc1ccc(F)cc1
 : 10, 19, 0, ·, 8, 1, -2.6, 6, -2
26. COc1ccc(-c2cc(C(F)(F)F)nc(SCC(=O)NCCN3CCOCC3)n2)cc1OC
 : 0, -14, 18, -2, 9, -15, 1.4, 12, -1
27. COC(=O)c1cc(OC)c(OC)cc1NC(=O)c1c(-c2ccccc2)noc1C
 : -25, -2, -6, 1, -25, 3, -0.58, -6, -2
28. COc1cccc(NC(=O)Nc2cc(C)ccc2F)c1
 : -19, -12, 6, -5, -36, -8, -0.44, -27, 4
29. COc1ccccc1NC(=O)N1CCN(c2ncccn2)CC1
 : 3, -12, -3, ·, 18, 3, 0.08, ·, 3
30. CCOC(=O)c1nnc(-c2ccccc2)nc1Sc1ccccc1Cl
 : 2, -5, -7, 6[fluorescence artefact?], -11, 6, -0.92, ·, 0
31. C=CCNC(=O)COC(=O)c1cc(S(=O)(=O)N2CCOCC2)ccc1N1CCCCC1
 : 16, -2, 5, ·, -12, -5, 0.01, -5, 0
32. Cc1nn(Cc2ccc(Cl)cc2Cl)c(C)c1NC(=O)c1nn(C)cc1Cl
 : 8, 4, -7, 0, -3, 9, -0.87, -12, 0
33. CCCC(=O)Nc1nc2nc(C)cc(=O)n2[nH]1
 : 7, -11, 5, -2, -6, -4, 1.1, -6, -1
34. C=CCn1c(SCC(=O)N2CCN(c3ccccc3)CC2)nnc1-c1ccco1
 : -12, 8, 7, 13, -8, -4, 0.52, -20, 1
35. COC(=O)c1nnn(-c2nonc2N)c1CSc1nc2ccccc2o1
 : 10, -16, 8, ·, -4, -6, -0.27, -24, -2
36. O=C(c1cc2c(ccc3ccccc32)oc1=O)N1CCCC1
 : 2, -16, -4, 0, 3, 8, 0.36, -1, 3
37. CCN(c1ccccc1)S(=O)(=O)c1ccc(OCC(=O)Nc2cc(C)on2)cc1
 : 9, 12, -2, -10, 24, 2, -0.14, 3, -2
38. CCOC(=O)c1sc(NS(=O)(=O)c2cc(C)ccc2C)nc1C
 : 9, 10, 4, 5, -3, -3, 1, 9, 2
39. Nc1ccccc1SCC(=O)Nc1ccc(N2CCOCC2)cc1
 : 3, -25, 0, -11, 10, -2, -0.29, ·, 7
40. CC(=O)Oc1ccc2c(c1)C(=O)c1ccccc1CO2
 : 6, 5, -4, 20, -12, 4, -0.4, ·, 4
41. O=C(Nc1ccccc1F)c1ccc2nc(N3C(=O)CCC3=O)sc2c1
 : -26, 3, 5, ·, -26, -6, 0.32, -56, 1
42. COc1ccccc1CC(=O)N1CCN(c2cccc(C(F)(F)F)c2)CC1
 : -20, -4, -8, 5, -4, 5, 0.35, -12, -5
43. CCC(=O)/C=C1/Sc2ccc(OC)cc2N1CC
 : -2, -6, -6, -3, -11, 8, 1.2, -17, 5
44. O=C(c1ccccc1)c1cccn1CC(=O)N1CCN(C2CCCCC2)CC1
 : -9, 2, -2, -9, 26, 5, 0.71, 33, 3
45. O=C(CCC(=O)N1CCOCC1)Nc1nnc(C2CCCCC2)s1
 : 20, -19, 2, -7, 5, -1, 0.45, 15, -2
46. O=C(NCc1ccccc1)NC(=O)c1ccncc1
 : 0, 13, -1, 13, -19, -5, 1.1, -43, 2
47. COC(=O)CNC(=O)Cc1c(F)cccc1Cl
 : 12, 8, -8, 15, -36, 6, 0.44, -3, -3
48. CC(C)Cn1c(CN(Cc2ccccc2)Cc2ccccc2)nc2c1c(=O)n(C)c(=O)n2C
 : 3, -29, 0, 19, 11, -1, ·, -8, 3
49. O=C(Nc1ccc(-c2nc3c(ccc4ccccc43)o2)cc1)c1ccco1
 : -14, -2, -2, 32, -13, 4, 0.11, 29, 2
50. Cc1ccccc1NC(=O)C1Cc2ccccc2C(=O)O1 (configuration not stated)
 : -4, -10, 12, 2, -9, -13, 0.7, -46, -2
51. Cc1cc2c(N=O)c(NO)ccc2[nH]1
 : -2, -6, 0, 15, -40, -1, 0.49, -3, 5
52. O=C(CCN1CCC(c2ccccc2)C1)c1cccs1 (configuration not stated)
 : -12, 11, -2, ·, -30, 6, 1.7, 26, 1
